12-LOX inh: blocks human arachidonate 12S-lipoxygenase. actives 1.1% (n = 580,000). Potency, µM (doses to about 108 µM), for the others: top-dose activity change, negative = inhibition, most hits filed as inhibitors. AID 1671190. purified 12hLO, xylenol orange hydroperoxide absorbance; active = well fitted inhibition curve with a large enough effect; inconclusive = small, poorly fitted or top-dose-only effect, or another doubt; inactive = no such curve, though single readings can be large or run the other way
Target sequence (P18054 whole entry, looked up): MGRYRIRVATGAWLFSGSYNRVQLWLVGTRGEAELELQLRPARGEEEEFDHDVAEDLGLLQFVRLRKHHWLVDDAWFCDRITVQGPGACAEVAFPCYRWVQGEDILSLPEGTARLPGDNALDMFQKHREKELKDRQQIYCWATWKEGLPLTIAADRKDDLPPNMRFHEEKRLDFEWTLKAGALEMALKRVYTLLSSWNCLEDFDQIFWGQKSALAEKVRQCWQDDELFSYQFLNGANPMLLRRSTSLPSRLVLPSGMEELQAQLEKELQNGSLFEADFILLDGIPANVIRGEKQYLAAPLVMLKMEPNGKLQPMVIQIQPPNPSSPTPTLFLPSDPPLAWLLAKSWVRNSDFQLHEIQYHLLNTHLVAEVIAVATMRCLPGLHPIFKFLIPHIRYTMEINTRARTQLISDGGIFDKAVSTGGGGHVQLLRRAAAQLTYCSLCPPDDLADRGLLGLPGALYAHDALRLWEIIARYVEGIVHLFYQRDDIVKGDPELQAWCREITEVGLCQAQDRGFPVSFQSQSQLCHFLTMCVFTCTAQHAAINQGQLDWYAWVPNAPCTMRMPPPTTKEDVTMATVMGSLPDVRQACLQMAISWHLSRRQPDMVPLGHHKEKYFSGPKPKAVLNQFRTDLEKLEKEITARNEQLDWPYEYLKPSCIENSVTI
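Purified human 12hLO at 150 nM in 25 mM Hepes, 0.01% Triton X-100, pH 7.0, preincubated 15 min at room temperature with compound. Reaction started with 40 uM arachidonic acid, 30 min at room temperature. Hydroperoxide measured by Fe-xylenol orange, 573/405 nm absorbance ratio.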
Active calls of the source: *; ? = inconclusive; [ ] = remark or other dose. % is scaled to controls: 0 for no effect and ±100 for the full control effect; potency is read from the fitted curve at half-maximal effect.

12-LOX inh	Molecule
?	C=C(C)CSC1=C(C#N)C(c2sccc2C)CC(=O)N1 (configuration not stated)
?	Cc1csc(-c2nc3ccccc3n2C(C(=O)NC(C)(C)C)c2cc3ccccc3o2)c1 (configuration not stated)
2%	CN1CCN(c2ccc(-c3cc4c(ccn4C)c(C(=O)NCC4CCOCC4)n3)cc2)CC1
71%[activator]	COc1cccc(C(=O)NCc2nnc3c(-c4nc(C)no4)cccn23)c1
?	O=C(CCC[C@H]1NC[C@@H]2C[C@H]1CN(Cc1ccccc1)C2)N1CCN(c2ncccn2)CC1
0%	O=C(O)[C@H](O)[C@@H](O)[C@H](O[C@@H]1O[C@H](CO)[C@H](O)[C@H](O)[C@H]1O)[C@H](O)CO
3%	CCC(C)NC(=O)CSc1ncc(-c2ccc(Cl)cc2)o1 (configuration not stated)
36%[activator]	Cc1ccc(CN2CCCC(c3nc(C(C)C)no3)CCNC(=O)CC2)o1 (configuration not stated)
?	Cn1c(=O)c2c(-c3ccccc3Cl)[nH]cc2n(C)c1=O
3%	Cc1cccc(-c2cc(C(=O)Nc3cccc(C(F)(F)F)c3)[nH]n2)c1O
?	N#Cc1cccc(NC(=O)CCc2ncc(-c3ccc(Cl)cc3)o2)c1
-1%	CC(C)=CCN1CCN(Cc2ccc(C#N)cc2)CC1
?	CN(CC(=O)NC1(C#N)CCCC1)Cc1ccc(C(F)(F)F)cc1
12%	CCN(CC)CCNC(=O)Cc1c(C)[nH]c2ccc(F)cc12
3%	COc1cccc(CN2CCC3(CC2)NCCc2c3[nH]c3ccc(OC)cc23)c1
25%[176 µM]	Cn1c([C@H]2CCN(Cc3ccc(F)c(F)c3)C2)nc2ccccc21
37%[activator]	COc1ccc(NC(=O)CCn2ccn3nc4c(c3c2=O)CCCC4)cc1OC
-3%	Cc1csc(NC(=O)[C@@H]2C[C@H](c3cccc(C(F)(F)F)c3)N(Cc3cnn(C)c3)C2)n1
14%	COc1ccc(Nc2c(-c3cccc(OC)c3)nc3nc(C)cc(C)n23)cc1
7%	COc1cc(OC)c(NC(=O)NCCn2c(C(F)(F)F)nc3ccccc32)cc1Cl
11%	CN(C)c1ccc(C(=O)N2CCCC(n3cc(-c4nc(-c5ccccc5)no4)nn3)C2)cc1 (configuration not stated)
14%	CCOCCCNC(=O)CSCc1nc(-c2ccc(OC)c(OC)c2)oc1C
0%[6.33 µM]	COc1cccc([S+](=O)([O-])N2CCC(C(=O)O)(c3ccccc3)CC2)c1
-7%	O=C(c1nnc(COc2cc(F)cc(F)c2)n1-c1ccccc1)N1CCC[C@@H]1c1nc2ccccc2[nH]1
10%	CN(C)c1ccc(-c2cc(-c3ccccc3)nc(-c3ccccc3)c2)cc1
10%[57.4 µM]	COc1ccc([C@@H]2CC(=O)c3c(O)cc(O[C@@H]4O[C@H](CO)[C@@H](O)[C@H](O)[C@H]4O[C@@H]4O[C@@H](C)[C@H](O)[C@@H](O)[C@H]4O)cc3O2)cc1
26%[176 µM]	O=C1OC[C@@H]2CCN(Cc3ccccc3)Cc3ccccc3N12
4%	Cc1ccc(CSCCC(=O)O)cc1
1%	O=C(CCc1ncc(-c2c(F)cccc2F)o1)Nc1cccc(F)c1
10%	CS(=O)(=O)N1CCCN(Cc2cn[nH]c2-c2ccccc2)CCNC(=O)CC1c1ccccc1 (configuration not stated)
-29%	Cn1c(=O)[nH]c(=O)c2c1nc(SCc1ccc(F)cc1)n2Cc1ccccc1
20%	N#Cc1cccc(-c2ccnc(N[C@H]3CO[C@H]4[C@@H]3OC[C@@H]4NC(=O)N3CCOCC3)n2)c1
-29%	CCOc1ccc2c(c1)cc(C(=O)N1CCCCC1)n2C
?	COc1ccc(C(=O)N2C(C(=O)NC3CC3)COC23CCN(C(=O)c2ccccc2C)CC3)cc1 (configuration not stated)
26%	O=C(CN1C(=O)C(c2ccccc2)=NC12CCCC2)Nc1ccc2c(c1)OCCO2
-26%	O=C(COC(=O)c1cc(=O)c2ccccc2o1)NC1CC1
-2%	O=C(O)c1cc(-c2cn[nH]c2)cc(S(=O)(=O)N2CCSCC2)c1
-3%	CSc1cccc(C(=O)Nc2cc(F)c(F)cc2Cl)c1
?	COc1ccc(C(=O)N2CCC[C@@]3(CCN(Cc4ccncc4)C3)C2)cc1
85%[activator]	Cc1cc(C)n(Cc2cc(C(=O)N3C[C@H]4CC[C@H]3C4)n[nH]2)n1
11%	Cc1ncc2c(c1CNC(=O)c1cncs1)CCN(C(=O)c1csc(-c3cccs3)n1)C2
-9%	Cc1cc(C)cc(OC[C@@H](O)CN2CCC(C(O)(c3ccccc3)c3ccccc3)CC2)c1
16µM*	Nc1nc2c(s1)C(c1cccc(F)c1F)CC(=O)N2 (configuration not stated)
1%[6.33 µM]	O=C1CC2(CCN(C(=O)c3ccccn3)CC2)Oc2ccccc2N1
35%	O=C1Nc2cnccc2C2(CCN(C(=O)OCc3ccccc3)C2)O1 (configuration not stated)
10%	CCc1nncn1C1CCN(C(=O)c2cc(F)ccc2Cl)CC1
33%	O=C1CCC2(CCCO2)CCN1Cc1ccccc1 (configuration not stated)
5%	CCc1nc(NCc2ccncc2)c(C#N)c2c1CCCC2
-6%	O=C(CCc1ncc(-c2ccccc2)o1)NCC(c1ccccc1)N1CCCC1 (configuration not stated)
-5%	O=C(O)Cc1ccc2[nH]c3ccccc3c2c1
19%	CCOc1ncccc1C(=O)N1CCN(Cc2ccccc2)CC(O)C1 (configuration not stated)
19%	O=C1CN(Cc2ccc(-c3cc(F)cc(F)c3)cc2)CCN1c1cc(Cl)ncn1
1%	CCOc1ccc2c(c1)cc(C(=O)NC1CCCC1)n2C
24%	CCc1ccccc1NC(=O)Nc1cc(OC)cc(OC)c1
55%[activator]	COc1cccc(CNC(=O)[C@@H]2C[C@@H](O)CN2C2CCN(C(=O)CCn3nc(C)cc3C)CC2)c1
-21%	Cc1cc(C)cc(Oc2c(C(F)(F)F)oc3cc(OCc4ccccc4)ccc3c2=O)c1
17%	Cc1cnn(CCC(=O)N2CCc3nn(CC#N)c(=O)n3CC2)c1
4µM*	CCCCN(Cc1ccccc1)c1ccc(NS(=O)(=O)c2ccc(F)cc2)cc1C(=O)O
-14%	Cc1cc(C)cc(C(=O)NCC(=O)N(C)Cc2c(C)nn(-c3ccccc3)c2C)c1
-15%	CCOc1ccc(C(=O)N2CC(=O)Nc3ccc(C)cc3C2c2ccccc2)cc1 (configuration not stated)

2 entries from above, as a markdown table:
| molecule | 12-LOX inh |
| --- | --- |
| CCc1ccccc1NC(=O)Nc1cc(OC)cc(OC)c1 | 24% |
| CCCCN(Cc1ccccc1)c1ccc(NS(=O)(=O)c2ccc(F)cc2)cc1C(=O)O | 4µM* |

(cont.)
12-LOX inh	Molecule
-2%	COc1c(CNC(C)c2nnc3n2CCC3)c(C)nn1C (configuration not stated)
97%[activator]	Cc1ncsc1CN1CCC2(CC1)CN(Cc1ccccc1)CC2CO (configuration not stated)
-7%	Cc1ccc(NCN2C(=O)c3ccccc3C2=O)c(C)n1
13%	O=C(C1COc2ccccc2C1)N1CCC(n2c(=O)[nH]c3ccccc32)CC1 (configuration not stated)
53%[activator]	O=C(C1CCOCC1)N1CCC(N2C(=O)C(OCC3CC3)C23CCCCC3)CC1 (configuration not stated)
0%	CC(C)CC(=O)N1C[C@@H](Oc2cccnc2)C[C@H]1C(=O)NC1CC1
?	CCOC(=O)C1C(=O)C=C(c2ccc(F)cc2)CC1c1ccc(C(C)C)cc1 (configuration not stated)
-23%	CCN(C(=O)c1cn(CC(C)C)c(=O)c2cc(OC)c(OC)cc12)c1cccc(C)c1
42%[activator]	Cc1cccc(C(=O)N2CCN(C(=O)c3nnn4c3COC(c3ccc(F)cc3)C4)CC2)c1 (configuration not stated)
?	CCOc1ccc(NC(=O)Nc2nnc(N(CC)c3ccccc3)s2)cc1
-6%	COC(=O)C[C@@H]1CC[C@@H](NS(=O)(=O)c2ccc(OC)cc2)[C@@H](CO)O1
?	O=[N+]([O-])c1ccc(N/N=C/c2ccc(Br)cc2)cc1

Among those listed so far, these contain an aryl thioether with sulfur outside any ring:
12-LOX inh	Molecule
3%	CCC(C)NC(=O)CSc1ncc(-c2ccc(Cl)cc2)o1 (configuration not stated)
-29%	Cn1c(=O)[nH]c(=O)c2c1nc(SCc1ccc(F)cc1)n2Cc1ccccc1
-3%	CSc1cccc(C(=O)Nc2cc(F)c(F)cc2Cl)c1

4 entries from above, field by field:
smiles: CCN(C(=O)c1cn(CC(C)C)c(=O)c2cc(OC)c(OC)cc12)c1cccc(C)c1
  12-LOX inh: -23%

smiles: Cc1cccc(C(=O)N2CCN(C(=O)c3nnn4c3COC(c3ccc(F)cc3)C4)CC2)c1 (configuration not stated)
  12-LOX inh: 42%[activator]

smiles: CCOc1ccc(NC(=O)Nc2nnc(N(CC)c3ccccc3)s2)cc1
  12-LOX inh: ?

smiles: COC(=O)C[C@@H]1CC[C@@H](NS(=O)(=O)c2ccc(OC)cc2)[C@@H](CO)O1
  12-LOX inh: -6%

Next compounds
12-LOX inh	Molecule
0%	O=C(COC(=O)CCNS(=O)(=O)c1ccc(F)c(Cl)c1)Nc1c(Cl)cccc1Cl
48%[activator]	CS(=O)(=O)N1CCCCCCNC(=O)[C@@H]2C[C@@H](c3nc(-c4cccnc4)no3)C[C@@H]21
37%[activator]	CCN(CCNC(=O)CC1CCN(c2ccnc(OC)n2)CC1)Cc1ccccc1
7%	CC(N=C1NS(=O)(=O)c2ccccc21)C(=O)NCCc1cccs1 (configuration not stated)
20%	CNC(=O)CN1CCCC(N2CCN(c3ccccc3F)CC2)C1 (configuration not stated)
15%	CCc1ccc(NC(=O)Cn2c(N3CCCCC3)nc(C)c(C)c2=O)cc1
-2%	CC1(C)CC(NC(=S)NCCc2ccccc2)CC(C)(C)N1
?	O=C(NCCc1ccco1)C1CC(=O)N(c2n[nH]c3cc(Br)ccc23)C1 (configuration not stated)
61%[activator]	c1cc(-c2noc(C3CCOCC3)n2)ccc1OC1CNC1
6%	O=C(O)C(Sc1ccccc1)c1ccccc1 (configuration not stated)
?	N#CCCn1c(SCC(=O)N(C2CCCCC2)C2CCS(=O)(=O)C2)nc2ccccc21 (configuration not stated)
19%	CCCCCNc1ncnc2c1CN(c1ccccc1F)C(=O)CN2C
6%	CCC(=O)N1CCc2c(sc3ncnc(N(C)Cc4ccccc4)c23)C1
32%	COCC1CN(S(=O)(=O)c2ccc(F)cc2)CC12CCNCC2 (configuration not stated)
-13%[176 µM]	CC(C)NC(=O)N1CC[C@@H](CC(=O)O)[C@@H](CC2=NCCc3ccc(C(C)(C)C)cc32)C1
22%	CCc1ccc(OCc2ccc(C(=O)O)cc2)cc1
44%[activator][176 µM]	Cc1nnc(-c2cc(-c3ccccc3Oc3ccccc3)ccn2)n1Cc1cccnc1
-7%	Cc1[nH]c2ccccc2c1C(=O)c1cc([C@H](NC(=O)OC(C)(C)C)C(C)C)sc1N
26%	COc1nc2ccccc2nc1CCC(=O)N[C@H]1COC[C@H]1Cc1cc(C)no1
9%	Cc1ccc(C)c(NC(=O)c2nn(Cc3ccccc3)c(=O)c3ccccc23)c1
-7%	O=S(=O)(NCC1CN(Cc2ccccc2)CCO1)c1ccccc1 (configuration not stated)
-14%	O=C(COc1ccc(-c2nnc(Nc3ccccc3)c3ccccc23)cc1)N1CCCCC1
26%	CCCCNC(=O)c1ccc(F)cc1
-1%	CN(C)C(=O)C(Sc1nnc(-c2ccc(Cl)cc2)n1N)c1ccccc1 (configuration not stated)
68%[activator]	CNC(=O)NC(=O)CN(C)Cc1ccc(C(=O)NC2CC2)cc1
-28%	O=c1[nH]c(N2CCOCC2)nc2nccc(-c3cccnc3)c12
21%	Cn1nc(C(=O)NC2CCS(=O)(=O)C2)c2ccccc2c1=O (configuration not stated)
-29%	CC(=O)N1CCN(C(C(=O)O)c2cn(Cc3ccccc3)c3cc(C(=O)O)ccc23)CC1 (configuration not stated)
28%	O=C(c1ccncc1)N1CCCC(CN2CCOCC2)CC1 (configuration not stated)
22%	Cc1ccc(C(=O)N2CCC3(CC2)N=C(c2ccc(Cl)cc2)NO3)cc1
10%	Cc1ccc(OCC(=O)c2ccc3c(c2)N(CCCC(=O)N2CCOCC2)C(=O)CO3)c(Cl)c1
11µM*	C[N+](C)(C)c1ccc(/C=N/N=C/c2ccccc2)cc1
?	CCCC(N)c1ccc(C23CC4CC(CC(C4)C2)C3)cc1 (configuration not stated)
-12%	Cc1ccc(NC(=O)C2CCN(c3cnc4ccccc4n3)CC2)c(C)c1
-13%	CC(=O)Nc1cc(NC(C)=O)cc(C(=O)NCC2CCCCC2)c1
23%[176 µM]	CC(C)NC(=O)N[C@H]1C[C@H]2C(=O)NC[C@@H](CCC(=O)N3CCOCC3)N2C1

2 records picked at random from the list so far, as already listed:
12-LOX inh	Molecule
22%	Cc1ccc(C(=O)N2CCC3(CC2)N=C(c2ccc(Cl)cc2)NO3)cc1
53%[activator]	O=C(C1CCOCC1)N1CCC(N2C(=O)C(OCC3CC3)C23CCCCC3)CC1 (configuration not stated)

Further entries.
12-LOX inh	Molecule
?	COc1ccc(-c2cc(C(=O)N3CCC(C(N)=O)CC3)c3ccccc3n2)cc1OC
-18%[176 µM]	Cc1ncsc1C(=O)N1CCNc2cnc(Nc3cccc(F)c3)nc2C1
176%[activator][176 µM]	COC(=O)[C@@H]1Cc2nc[nH]c2CN1C1CCOCC1
18%	C[C@]12CC[C@@H](O)C[C@@H]1CC[C@@H]1[C@@H]2CC[C@]2(C)C=CC[C@@H]12
18%	COCC(=O)N1CCCCCC1c1nnc(-c2ccccc2)o1 (configuration not stated)
-26%	O=C(Nc1cccc(C(F)(F)F)c1)c1ccc(C2Nc3ccccc3S(=O)(=O)N2)cc1 (configuration not stated)

Screening data as filed in PubChem.

An excerpt, so the mix of outcomes need not match the whole.
